Pol III holo inh = inhibitors of bacterial DNA polymerase III holoenzyme; reconstituted DNA polymerase III holoenzyme replication, biochemical; Potency, µM (doses to about 57.1 µM), inactives show at the highest dose activity change, negative = inhibition; 71,000 compounds, 0.25% hits; AID 603; further: potency means the concentration at half of the fitted maximal effect; on the % scale 0 is the no-effect control and ±100 the full control effect
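Reconstituted *E. coli* holoenzyme (0.35 nM Pol III, 1 nM beta, 154 nM SSB, 2 nM primase) was preincubated with compound for 15 min at RT. Synthesis on 1.4 nM ssM13Gori ran 35 min, then was stopped with PicoGreen/EDTA and read as dsDNA fluorescence.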
Epigenetic mod = epigenetic GFP locus derepression in mouse cells | AID 597 | Potency, µM (top dose mostly 46.1 µM), without a hit: top-dose GFP derepression (activation) | mouse C127i GFP locus derepression, cytometry, 30 h | 68,000 compounds, 0.09% hits; further: % of control where 0% means no effect
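Derepression screen: silenced CMV-GFP reporter in murine C127i cells, 30 h compound incubation at 37 C, washed cells imaged by laser-scanning cytometer to enumerate GFP-expressing objects of 20 to 120 um.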
Ub-GFP proteasome = inhibits proteasome, raising ubiquitin-GFP reporter fluorescence; Ubiquitin-GFP reporter cells, proteasome inhibition, GFP fluorescence; response scale: untreated = 0%, 10 µM MG-132 = 100%; Potency, µM (top dose mostly 45.9 µM), for inactives: at the highest dose activation (GFP accumulation), hits mostly activators; 67,000 tested, under 10 active; AID 526; active means well fitted activation curve with a large enough effect, not every such curve was filed as active; inconclusive means small, poorly fitted or top-dose-only effect, or another doubt; inactive means no such curve, though single readings can be large or run the other way; further: potency means the concentration at half of the fitted maximal effect
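U2OS cells stably expressing ubiquitin(G76V)-GFP, seeded overnight in 0.5% FBS medium, were exposed to compounds (qHTS, 46 uM to 2.9 nM) for 4 hr at 37 °C. GFP-positive cells were counted by laser cytometry (488 ex/515 em), normalized between basal and 10 uM MG-132.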
BRCT inh green = BRCA1 BRCT-phosphoprotein interaction inhibition; P38398; BRCA1 BRCT-phosphopeptide binding, green fluorescence polarization; Potency, µM (titrated, usually from 76.9 µM), without a hit: at the top dose activity change, negative = inhibition, hits mostly inhibitors; 75,000 compounds, 0.05% hits;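 further: potency means the concentration at half of the fitted maximal effect; plate controls were peptide without protein for full effect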
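Fluorescence polarization: His-tagged BRCT (~35 kDa BRCA1 C-terminus, 250 nM) bound to 100 nM fluorescein-labeled phosphorylated 10-aa BACH1 peptide, pH 7.3 phosphate buffer with DTT and Tween 20. Compounds incubated 12 min at room temperature; inhibition read as lowered polarization.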
USP2a inhib = blocks human ubiquitin-specific protease USP2a | AID 927 | USP2a enzymatic assay, qHTS inhibition | 60,000 compounds, 0.1% hits | Potency, µM (series often up to 38.3 µM), for inactives: at the top dose activity change, negative = inhibition, usual class: inhibitors | O75604;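 further: potency means the concentration at half of the fitted maximal effect; nearly all actives have a fitted effect of over 60% in size; plate controls were DMSO for no effect and NEM full inhibition control for full effect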
Target sequence (O75604 whole entry, looked up): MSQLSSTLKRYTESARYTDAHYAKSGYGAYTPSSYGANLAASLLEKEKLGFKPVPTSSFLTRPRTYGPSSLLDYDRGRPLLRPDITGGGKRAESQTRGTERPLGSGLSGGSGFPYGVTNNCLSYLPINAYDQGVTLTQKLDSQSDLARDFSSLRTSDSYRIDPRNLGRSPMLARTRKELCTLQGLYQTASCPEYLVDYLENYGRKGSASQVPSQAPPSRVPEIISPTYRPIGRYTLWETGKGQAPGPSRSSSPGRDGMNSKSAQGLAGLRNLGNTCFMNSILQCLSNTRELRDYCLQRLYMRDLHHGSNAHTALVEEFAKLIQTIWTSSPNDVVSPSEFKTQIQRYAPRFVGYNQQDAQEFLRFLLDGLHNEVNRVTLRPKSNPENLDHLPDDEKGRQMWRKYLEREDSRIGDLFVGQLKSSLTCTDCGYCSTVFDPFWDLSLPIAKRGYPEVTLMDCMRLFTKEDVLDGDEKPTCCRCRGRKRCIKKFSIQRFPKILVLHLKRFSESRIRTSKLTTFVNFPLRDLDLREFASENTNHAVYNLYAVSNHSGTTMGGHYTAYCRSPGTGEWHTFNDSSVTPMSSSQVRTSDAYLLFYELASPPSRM
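Inhibition is measured in a cell-free coupled assay with 20 nM USP2 core, 20 nM Ub-PLA2 and 20 uM NBD C6-HPC, 2.5 h incubation. Activity normalized to NEM control.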
HBB splice mod = hemoglobin beta splicing modulation; Potency, µM (series often up to 46.1 µM), without a hit: at the top dose activation, most hits filed as activators; 65,000 compounds, 0.06% hits; HBB splicing reporter cell assay, activation; EGFP reporter with mutant IVS2-654 intron; response scale: normalised to 500 nM splice-correcting PNA; further: potency means the concentration at half of the fitted maximal effect; 0% is about no effect
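HeLa cells stably expressing EGFP interrupted by mutant beta-globin intron 2 (IVS2-654), 500/well in 2% FCS. Treated with compound for 2 days at 37C. Splicing correction scored as total well GFP intensity (488 nm excitation, 500-520 nm emission); 500 nM antisense PNA served as control.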
Hsp90 Hop PPI = changes Hsp90-Hop TPR2A binding signal, up or down; Potency, µM (series often up to 57 µM), inactives show at the top dose activity change, negative = inhibition; 71,000 compounds, 0.44% hits; AlphaScreen TPR2A-His6 binding biotin-Hsp90 C-terminal peptide; active means well fitted curve in either direction with a large enough effect; inconclusive means small, poorly fitted or top-dose-only effect, or another doubt; further: potency means the concentration at half of the fitted maximal effect; on the % scale 0 is the no-effect control and ±100 the full control effect; many of its hits are not listed in these tables
CRE-bla Fsk = alters forskolin-stimulated CRE reporter signaling in CHO cells | CHO CRE-bla reporter (cAMP response element driving beta-lactamase), forskolin EC10, beta-lactamase ratio | Potency, µM (titrated, usually from 38.2 µM), without a hit: top-dose activity change, negative = inhibition, usual class: activators | 71,000 compounds, 2.5% hits; active means well fitted activation curve with a large enough effect in the signal ratio, with a control signal flat, not every such curve was filed as active; inconclusive means small, poorly fitted or top-dose-only effect, or effect the other way, or a change in a side signal; the % refers to the signal ratio; further: potency means the concentration at half of the fitted maximal effect; % of control where 0% means no effect
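Beta-lactamase reporter under a cAMP responsive element in CHO cells; compounds tested in titration series against EC10 NKH 477, 3 h at 37 °C. Read-out: CCF4 FRET ratio 460nm/530nm (excitation 405nm) giving %Activity, fitted to AC50.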
BRCT PPI red = disrupts BRCA1 BRCT binding to phosphoprotein, red fluorophore readout; Potency, µM (top dose mostly 76.9 µM), for the others: top-dose activity change, negative = inhibition, actives largely listed as inhibitors; BRCT-phosphopeptide binding, red fluorescence polarization; AID 892; 75,000 compounds, 0.03% hits; further: on the % scale 0 is the no-effect control and ±100 the full control effect
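Fluorescence polarization: 100 nM His-tagged BRCA1 BRCT with 100 nM TAMRA-labelled phospho-BACH1 decapeptide, phosphate buffer pH 7.3 with 150 mM NaCl, DTT, 0.01% Tween 20; 12 min RT. Binding inhibition seen as FP decrease.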
ALOX15 inhib = inhibitors of human 15-lipoxygenase (ALOX15); P16050; purified 15hLO-1, xylenol orange hydroperoxide absorbance; Potency, µM (doses to about 57.1 µM), inactives show top-dose activity change, negative = inhibition, most hits filed as inhibitors; 74,000 compounds, 1.4% hits; further: potency means the concentration at half of the fitted maximal effect; on the % scale 0 is the no-effect control and ±100 the full control effect; nearly all actives have a fitted effect of over 55% in size
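40 nM 15hLO-1 + cpd, 15 min RT; start w/ 50 uM AA (final), 6 min RT; stop/detect w/ 200 uM XO + 300 uM Fe(II) in 50 mM H2SO4, 30 min; A573/A405. Buffer 25 mM Hepes pH 7.5, 0.01% Triton X-100. No-enzyme wells as negative control.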
HADH2 inh = blocks human hydroxyacyl-CoA dehydrogenase type II | Q99714 | recombinant HADH2, NADH fluorescence, beta-hydroxybutyryl-CoA | Potency, µM (highest dose often 57.1 µM), inactives show top-dose activity change, negative = inhibition, usual class: inhibitors | 73,000 compounds, 3.4% hits; further: potency means the concentration at half of the fitted maximal effect; on the % scale 0 is the no-effect control and ±100 the full control effect; nearly all actives have a fitted effect of over 60% in size; many of its hits are not listed in these tables
Target sequence (Q99714 whole entry, looked up, one chain of several): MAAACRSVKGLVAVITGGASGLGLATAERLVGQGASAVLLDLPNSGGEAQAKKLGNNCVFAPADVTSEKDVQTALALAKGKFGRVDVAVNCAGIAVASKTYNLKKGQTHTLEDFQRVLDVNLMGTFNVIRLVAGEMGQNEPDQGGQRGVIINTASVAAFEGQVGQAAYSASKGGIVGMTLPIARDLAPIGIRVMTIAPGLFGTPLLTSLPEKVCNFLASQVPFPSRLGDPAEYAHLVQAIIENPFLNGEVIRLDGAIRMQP
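Buffer 100 mM Tris-HCl pH 9.0/0.01% Tween-20; HADH2 20 nM; NAD+ 1 mM; beta-hydroxybutyryl-CoA 90 uM (all final). 15 min cpd preincubation, RT.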
* hit, by the source's call; i = inactive; ? = inconclusive; · = not tested or not shown; [ ] = remark or other dose. Unless noted, the call rests on the fitted dose curve; in most records, active means well fitted curve in the direction sought with a large enough effect; inconclusive means small, poorly fitted or top-dose-only effect, or another doubt; inactive means no such curve, though single readings can be large; an effect the other way counts as inactive or inconclusive. These rows are one share of the data; count on the stated rates, not on these rows.

SMILES	Pol III holo inh	Epigenetic mod	Ub-GFP proteasome	BRCT inh green	USP2a inhib	HBB splice mod	Hsp90 Hop PPI	CRE-bla Fsk	BRCT PPI red	ALOX15 inhib	HADH2 inh
CCN1C(=O)c2cccc3c(NS(=O)(=O)c4ccc(NC(C)=O)cc4)ccc1c23	3%	-2%	-3%	6.1%	5%	-1.2%	5%	3%	-0.5%	-13%	3%
COCCOc1ccc(C(F)(F)F)cc1NC(=O)COC(=O)c1c(C)noc1C	-10%	-1%	-1%	-0.1%	4%	-0.5%	2%	?	1.6%	-10%	0%
CN(Cc1ccccc1)C(=O)C1CCN(Cc2ccc(F)cc2)CC1	-3%	-2%	-1%	-0.3%	1%	2.1%	-2%	-20%	-0.6%	-5%	7%
COc1ccc(CCNC(=O)CC2COc3ccccc3O2)cc1OC (configuration not stated)	-1%	0%	-6%	-1.9%	2%	-0.4%	-5%	5%	1.0%	6%	11%
Cc1ccc(N2CC(C(=O)NCc3ccccn3)CC2=O)cc1 (configuration not stated)	-1%	6%	-13%	0.1%	1%	0.7%	-4%	?	-0.7%	-2%	9%
O=c1[nH]c(=O)n(C2CCCCCC2)c(O)c1C=NCc1ccc(F)cc1	2%	-3%	-3%	0.8%	26%	-2.4%[0.369 µM]	-4%	13µM*	1.2%	-18%	-5%
O=C(CNS(=O)(=O)c1ccc(F)cc1)N1CCN(c2ccc(F)cc2)CC1	0%	-3%	1%	-4.8%	-6%	?	-1%	-7%	-0.3%	-1%	-7%
CCOC(=O)c1oc2ccc(S(=O)(=O)N3CCOCC3)cc2c1C	-4%	2%	-3%	1.6%	68%[activator]	-0.6%[57.5 µM]	-3%	?	1.2%	0%	1%
O=C(CNC(=O)c1ccco1)NCC(=O)OCc1ccccc1Br	-1%	-5%	0%	-2.5%	-3%	-0.7%	0%	-6%	-0.6%	-1%	-8%
CCOc1ccc(Br)cc1/C=N/O	-3%[11.4 µM]	-3%	5%[9.17 µM]	-0.6%	4%[7.66 µM]	3.2%[0.0738 µM]	-3%[11 µM]	?	0.3%	-10%[11.4 µM]	2%[11.4 µM]
Cc1noc(C)c1-c1nccc(NCc2ccccc2)n1	-9%	2%[9.22 µM]	-2%	3.1%	10%	-2.0%	4%	?	-0.8%	16µM*	16µM*
O=C(O)c1cc(-c2ccccc2)nc2ccccc12	0%	0%[20.6 µM]	-9%	0.4%	-4%	-3.3%	0%	-7%	-2.3%	1%	-2%
Cc1ccc2nc(NC3=NCN(Cc4cccnc4)CN3)nc(C)c2c1	-14%	0%	10%	-1.0%	5%	0.6%[57.5 µM]	0%	5%	-0.7%	3%	3%
COc1ccc(C(CC(=O)O)NC(=O)COc2ccccc2OC)cc1OC (configuration not stated)	-2%	2%	-5%	-1.1%	6%	-1.7%	-5%	4%	-1.2%	-1%	7%
CCN1CCCC1CNS(=O)(=O)c1cc(Br)cc2c1N(C(=O)C1CC1)CC2 (configuration not stated)	-4%	0%	5%	-0.8%	5%	-0.6%	-7%	10%	-1.5%	4%	6%

Individual results from above:
ALOX15 inhib with Cc1ccc2nc(NC3=NCN(Cc4cccnc4)CN3)nc(C)c2c1 reads 3%
HADH2 inh with COc1ccc(CCNC(=O)CC2COc3ccccc3O2)cc1OC (configuration not stated) reads 11%

The results go on:
SMILES	Pol III holo inh	Epigenetic mod	Ub-GFP proteasome	BRCT inh green	USP2a inhib	HBB splice mod	Hsp90 Hop PPI	CRE-bla Fsk	BRCT PPI red	ALOX15 inhib	HADH2 inh
Fc1ccc(C2CC(c3ccccc3)n3ncnc3N2)cc1 (configuration not stated)	-3%	-3%	-3%	-0.6%	7%	-0.6%	-3%	-4%	-1.4%	12%	7%
NC(=O)c1nn(-c2ccccc2)nc1N	0%	1%	-8%	-2.1%	1%	0.6%	-4%	3%	0.2%	4%	i
CC(C)CCNC(=O)C(c1cccs1)N(CC1CCCO1)C(=O)Cn1nnc2ccccc21 (configuration not stated)	3%	0%	-4%	-0.9%	4%	2.4%	-2%	-4%	1.5%	2%	4%
O=C(NCC1CCCO1)c1cccc(N2C(=O)C3C4C=CC(C4)C3C2=O)c1 (configuration not stated)	-1%	0%	-7%	-2.2%	-10%	2.6%[57.5 µM]	0%	13%	1.8%	10%	3%
O=C1C(=O)N(CCCN2CCOCC2)C(c2cccs2)/C1=C(/O)c1ccc2c(c1)OCO2 (configuration not stated)	5%	-1%	11%	-0.3%	1%	0.8%	-2%	?	0.9%	0%	-21%
CC(C)CCC(CCN1CCOCC1)c1ccc2c(c1)OCO2 (configuration not stated)	-1%	0%	0%	-0.2%	8%	2.0%[57.5 µM]	-6%	8%	0.4%	0%	5%
COC(=O)C(C)NC(=O)C12CC3CC(CC(C3)C1)C2 (configuration not stated)	-3%	-1%	-2%	-6.7%	0%	-0.7%	-5%	?	2.1%	26%	1%
COc1cccc(-c2cc(N(C)Cc3ccco3)ncn2)c1	-6%	2%[9.22 µM]	-5%	0.8%	186%[activator]	1.8%	-3%	13%	-0.1%	-2%	-42%
CC1CCC/C(=C\Nc2ccccc2C(=O)O)C1=O (configuration not stated)	-4%	4%	1%	-3.7%	-12%	2.3%[0.369 µM]	-5%	-13%	-0.4%	8%	?
CN(C)C(=O)c1ccc(-c2ccc3ncnc(NCc4cccs4)c3c2)cc1	-18%	-3%[9.22 µM]	3%	2.5%	97%[activator]	-0.9%	-11%	?	0.6%	24%	?
Clc1ccccc1-c1cc(NCc2ccccc2)ncn1	-2%	6%[9.22 µM]	-3%	0.5%	12%	-1.8%	3%	?	0.2%	?	-2%
CCn1c(SCC(=O)Nc2nccs2)nnc1-c1ccc(C)cc1	0%	3%	6%	-1.6%	18%	0.3%	-4%	-5%	-0.2%	4%	-6%
O=C(CN1C(=O)C2(OCCCO2)c2ccccc21)NCCc1ccccc1	-5%	0%	2%	-0.7%	13%	3.6%[1.84 µM]	-2%	11%	-0.1%	0%	9%
Cn1c(SCC(=O)Nc2ccc3c(c2)oc2ccccc23)nnc1-c1ccccc1	-2%	0%	3%	-0.2%	34%[activator]	-1.9%	1%	-6%	1.5%	?	9%
CC(C)c1ccccc1	9%	·	·	0.6%	·	0.4%	1%	-2%	0.8%	-1%	0%
O=C(CN1C2CCC1CC(NC(=O)Nc1ccccc1)C2)NCc1ccco1 (configuration not stated)	1%	0%	-1%	0.0%	4%	-0.2%[57.5 µM]	-5%	-17%	1.3%	-1%	10%
Cc1ccc(S(=O)(=O)N(C)CC(=O)OCc2nnc(-c3ccccc3)o2)cc1	-5%	-1%	4%	-0.8%	9%	-0.1%	3%	3%	0.1%	-1%	-2%
CCOC(=O)Nc1cc(C)ccc1OC	-7%	-2%	2%	-0.8%	16%	-2.0%	-10%	0%	-0.6%	-2%	12%
CC1CCN(C(=O)c2ccc(COc3ccccc3Cl)o2)CC1	0%	6%	8%	1.9%	0%	-1.1%	-1%	8%	-1.8%	24%	-5%
O=C(CSc1nc2cc3c(cc2c(=O)n1CCC1=CCCCC1)OCO3)NCc1ccco1	-2%	0%	0%	-3.2%	3%	6.7%[0.369 µM]	-5%	-1%	-4.2%	-1%	-3%
CCCS(=O)(=O)N1CCCC(C(=O)NCCCOCC)C1 (configuration not stated)	1%	0%	6%	-0.5%	-2%	-0.7%	2%	-2%	-1.7%	-14%	-1%
COc1cccc(NC(=O)n2nc(N)cc2-c2ccc(Cl)cc2)c1	-4%	·	3%	-5.5%	·	-1.1%	-4%[2.3 µM]	-19%	-1.9%	-26%	5%
COc1cc(OC)c(NC2c3ccccc3C(=O)N2c2cc(C)ccn2)cc1Cl (configuration not stated)	-3%	·	-4%	-3.7%	·	-0.1%	-12%	-4%	-2.2%	3%	-4%
COC(=O)CSc1nnc(Cc2cc(=O)[nH]c(=O)[nH]2)n1-c1cccc(OC)c1	-5%	-3%	9%	1.4%	0%	2.5%	-4%	-7%	-2.4%	12%	2%

From PubChem
